Screening results deposited in PubChem BioAssay by several laboratories.
BoNT F protease: BoNT F light chain protease inhibition. Multiplex microsphere protease cleavage assay, flow cytometry. inhibition, % at 10 µM. 360,000 compounds, 0.22% hits. AID 588497; in the data active = inhibition above about 35%, passing the limit was not always enough; inconclusive = no clear call, values can overlap the other calls; also: plate controls were buffer without enzyme for full effect and enzyme alone for no effect
BoNT-A LC inh2: BoNT A light chain protease inhibition; multiplex microsphere protease substrate cleavage, flow cytometry; inhibition, % at 10 µM; AID 588499; 360,000 compounds, 0.17% hits; also: plate controls were buffer without enzyme for full effect and enzyme alone for no effect
PfHsp40 rescue: rescue of PfHsp40-mediated yeast toxicity; 340,000 compounds, 0.68% hits; growth rescue, % at 12.5 µM; S. cerevisiae expressing PfHsp40, growth rescue, ATP luminescence; in the data active = growth rescue above about 28%, passing the limit was not always enough; inconclusive = no clear call, values can overlap the other calls;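 also: yeast W303a lacking pdr1 and pdr3 grown in galactose medium; growth measured after three days at 30 °C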
CCHFV vOTU inh: blocks the CCHF virus ovarian tumor domain protease; 370,000 compounds, 0.55% hits; AID 651958; CCHFV vOTU protease, Pep-AMC fluorescence; inhibition, % at 11.5 µM; in the data active = inhibition above about 30%; also: 0% = vehicle wells with enzyme and 100% = no enzyme wells
TcdB GH inh: blocks C. difficile toxin B glycohydrolase activity; TcdB glycohydrolase enzymatic assay, plate reader; inhibition, % at 9.99 µM; 350,000 compounds, 0.24% hits; in the data active = inhibition above about 10%
FadD28 FP inh: blocks FadD28 binding to the bisubstrate probe. inhibition, % at 12.5 µM. AID 588549. 360,000 compounds, 0.22% hits. fluorescence polarization; in the data active = inhibition above about 8.5%, passing the limit was not always enough; inconclusive = no clear call, values can overlap the other calls
PrPC TRFRET: inhibitors of human cell surface prion protein PrPC; P04156; TR-FRET read-out; inhibition, % at 13.8 µM; 370,000 compounds, 0.43% hits; in the data active = inhibition above about 24%; also: 0% = median of the test wells and 100% = reference compound wells
Yp Topo-I inh: blocks Yersinia pestis topoisomerase I activity; AID 504884; Y. pestis Topo-I cleavage product accumulation, plate reader; 360,000 compounds, 0.064% hits; activity, % at 10 µM; in the data active = activity above about 50%, passing the limit was not always enough; inconclusive = no clear call, values can overlap the other calls; also: inactives centre near 2
Anthrax LF prot: inhibitors of Bacillus anthracis lethal factor protease; AID 588501; multiplex microsphere protease cleavage assay, LF; inhibition, % at 10 µM; 360,000 compounds, 0.12% hits; P15917; also: plate controls were buffer without enzyme for full effect and enzyme alone for no effect
Target sequence (P15917 whole entry, looked up): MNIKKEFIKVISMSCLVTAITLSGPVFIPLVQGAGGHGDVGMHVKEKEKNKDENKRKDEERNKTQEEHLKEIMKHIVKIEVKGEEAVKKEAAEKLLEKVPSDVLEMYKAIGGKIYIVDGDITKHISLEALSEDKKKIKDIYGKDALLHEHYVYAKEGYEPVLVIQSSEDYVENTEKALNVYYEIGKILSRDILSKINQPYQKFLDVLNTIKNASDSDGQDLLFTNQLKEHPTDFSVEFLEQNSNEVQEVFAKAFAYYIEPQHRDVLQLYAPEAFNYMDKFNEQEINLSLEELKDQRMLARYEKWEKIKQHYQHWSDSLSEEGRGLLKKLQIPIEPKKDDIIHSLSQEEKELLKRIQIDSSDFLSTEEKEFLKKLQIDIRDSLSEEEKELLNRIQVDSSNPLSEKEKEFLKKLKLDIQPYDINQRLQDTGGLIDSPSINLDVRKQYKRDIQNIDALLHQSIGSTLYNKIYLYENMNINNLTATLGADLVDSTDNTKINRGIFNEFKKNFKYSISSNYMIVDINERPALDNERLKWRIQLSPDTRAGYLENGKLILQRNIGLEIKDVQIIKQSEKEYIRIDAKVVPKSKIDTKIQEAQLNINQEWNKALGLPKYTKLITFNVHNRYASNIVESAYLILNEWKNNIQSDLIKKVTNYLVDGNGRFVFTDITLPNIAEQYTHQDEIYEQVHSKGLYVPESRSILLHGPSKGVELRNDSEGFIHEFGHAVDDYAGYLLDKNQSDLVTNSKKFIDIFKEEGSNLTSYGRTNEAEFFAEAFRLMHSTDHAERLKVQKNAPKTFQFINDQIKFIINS
Active calls of the source: *; ? = inconclusive; . = no result given. Rule as the data show it, unless noted: active = inhibition above about 30%; inconclusive = no clear call, values can overlap the other calls; inactive = below that.

Sequence of screens – BoNT F protease | BoNT-A LC inh2 | PfHsp40 rescue | CCHFV vOTU inh | TcdB GH inh | FadD28 FP inh | PrPC TRFRET | Yp Topo-I inh | Anthrax LF prot
> O=C(CN1C(=O)S/C(=C/C=C/c2ccccc2)C1=O)Nc1ccc(C(=O)O)cc1
 : -4 | -0.3 | 1.4 | 8 | -0.9 | -5.1 | -7 | 6 | 0
> CCOc1ccc(NC(=O)c2cnc3scc(C)n3c2=O)cc1
 : -12 | -0.8 | 0.5 | 2 | -2.7 | -3.9 | 4 | -3 | -3
> COCC(=O)Nc1nnc(Cc2ccc(OC)c(OC)c2)s1
 : -2 | 0.0 | 0.4 | -6 | . | -1.7 | 5 | 1 | -2
> CC(C)CCN(C(=O)c1csnn1)C(C(=O)NC1CCCC1)c1ccc(F)cc1 (stereo not drawn)
 : 91* | 3.4 | 0.8 | 10 | 1.2 | 0.5 | 5 | 15 | 6
> CCOc1ccc2nc(NC(=O)CC3Oc4ccccc4NC3=O)sc2c1 (stereo not drawn)
 : 2 | 0.7 | -0.3 | 12 | -0.2 | -1.0 | -4 | -9 | -6
> S=C(Nc1ccccc1)N1CCCCC1
 : -4 | -0.1 | -0.8 | -5 | . | -0.6 | 1 | 6 | 0
> COc1cc(/C=C/c2ccc3cccc([N+](=O)[O-])c3n2)ccc1OCC#N
 : -7 | 0.1 | 0.2 | 6 | -0.1 | -1.5 | -9 | 9 | -1
> COc1ccc(CCCC(=O)Nc2cc(C)ccc2OC)cc1
 : ? | ? | 0.5 | 7 | -3.5 | -2.3 | 13 | -2 | 8
> COc1ccccc1N(CC(=O)N1CCCCC1C)S(=O)(=O)c1ccc(Cl)cc1 (stereo not drawn)
 : -11 | -0.4 | . | 7 | 0.1 | -1.4 | -1 | 21 | -7
> CC1CC(C)CN(C(=O)c2cc(S(=O)(=O)N3CCCCC3)ccc2Cl)C1 (stereo not drawn)
 : -15 | -0.6 | 3.0 | 6 | 2.3 | -0.8 | 1 | 30 | -5
> COC(=O)c1cc(NC(=O)c2cc(-c3ccc(OC)cc3)oc2C(F)(F)F)ccc1N1CCOCC1
 : . | . | 2.0 | -6 | 1.1 | -2.5 | 8 | 16 | .
> Cn1cnc([N+](=O)[O-])c1SCC(O)CCl (stereo not drawn)
 : -1 | -1.0 | -1.0 | 2 | 0.5 | -0.5 | 4 | 6 | 1
> COc1ccc(CCNc2nc(N3CCCCC3)nc(N3CCCCC3)n2)cc1OC
 : -24 | -0.8 | 2.8 | 10 | . | -0.2 | 9 | -7 | -1
> Cc1ccccc1OC(=O)C1C(c2ccccc2)C(C(=O)O)C1c1ccccc1 (stereo not drawn)
 : 12 | 5.9 | -0.4 | 10 | . | -1.2 | 12 | 6 | 3
> O=C1/C(=C\c2ccc(-c3ccccc3[N+](=O)[O-])o2)C(c2ccccc2)=NN1c1ccccc1
 : -14 | 0.1 | 0.8 | 24 | . | -2.2 | 7 | -18 | -11
> O=C(NCC(=O)N(c1ccccc1)C(C(=O)NC1CCCCC1)c1ccncc1)c1ccco1 (stereo not drawn)
 : 18 | 1.1 | -1.7 | -2 | . | 0.3 | 0 | 2 | -1
> O=C(Cc1ncc(C(F)(F)F)cc1Cl)NCCc1ccccc1
 : 8 | 0.6 | -0.8 | -8 | 2.9 | 2.1 | 4 | 10 | -1
> O=C(NCc1ccc(Cl)cc1)c1cc2c(nc3sccn32)s1
 : -12 | 4.1 | -0.6 | -5 | . | -4.0 | 17 | 2 | 6
> C#CCOc1ccc(/C=N/O)cc1Cl
 : -3 | 0.0 | 1.0 | -6 | -0.1 | 1.3 | 2 | -2 | 0
> CCOc1ccc(N(CC(=O)Nc2ccc(OC)cc2)C2=NC3CS(=O)(=O)CC3S2)cc1 (stereo not drawn)
 : -4 | -0.8 | -1.1 | -5 | 2.3 | -4.9 | 1 | 1 | 2
> O=C(c1ccccc1Nc1ccc(SC(F)F)cc1)N1CCCCC1
 : -6 | -0.3 | 1.4 | 7 | . | 0.7 | 3 | -12 | 3
> CCCC(=O)NCCc1nc2ccccc2n1CCC
 : 2 | -0.4 | 1.0 | 1 | 0.4 | -0.9 | 2 | 1 | -8
> CC(C)NC(=O)Nc1ccc2c(c1)C(=O)N([C@H](C)CO)C[C@H](C)[C@@H](CN(C)C(=O)Nc1ccccc1)O2
 : 7 | -0.2 | 0.1 | -2 | 0.0 | -3.1 | 6 | -1 | 3
> CCCNC(=O)c1cc(C2CCCN(S(=O)(=O)c3ccccc3)C2)on1 (stereo not drawn)
 : -2 | -0.2 | . | -6 | 1.1 | -1.8 | 3 | 7 | 1
> COc1ccccc1NC(=O)CCCn1c(=S)[nH]c2ccccc2c1=O
 : -3 | -1.0 | -0.3 | 2 | -2.2 | -0.6 | 9 | -2 | -2
> CCOc1ccc(NC(=O)CN(C)C(=O)c2ccc(N3CCCCCC3)c([N+](=O)[O-])c2)cc1OCC
 : -28 | -6.5 | -1.4 | 15 | 0.3 | -0.2 | -13 | 14 | -6
> O=C(CN1C(=O)NC2(CCCCC2)C1=O)NCCc1c[nH]c2ccccc12
 : -2 | 3.0 | -1.1 | -22 | 1.5 | -1.0 | -2 | -6 | 2
> CCN(CC(=O)Nc1ccccc1C(F)(F)F)C(=O)c1cc(S(=O)(=O)N(C)C)ccc1N1CCCC1
 : -1 | 0.7 | -1.1 | -3 | 0.7 | -1.7 | -4 | 18 | 2
> Brc1ccc2c(c1)CN1CCCC1=N2
 : ? | -1.6 | 0.2 | -10 | 0.5 | -3.0 | -3 | 1 | -20
> COc1ccc(Cc2c(-c3ccco3)nc3c(C)cc(Br)cn23)c(C)c1
 : -20 | 11 | . | 0 | 3.9 | -4.3 | -4 | . | 7
> CNc1c([N+](=O)[O-])cnn1-c1ccccn1
 : -11 | -1.5 | -0.3 | 0 | 0.4 | -1.8 | -3 | 2 | -5
> CC1(C(=O)c2ccccc2)C2c3c(ccc4ccccc34)OC(=O)C21C(=O)N1CCOCC1 (stereo not drawn)
 : . | . | 4.4 | -1 | . | -0.2 | 0 | 26 | .
> O=c1[nH]c(C2CCN(S(=O)(=O)c3ccccc3)CC2)nc2c1nnn2Cc1ccc2c(c1)OCCO2
 : 10 | 1.2 | 0.5 | -1 | -5.2 | -0.2 | 5 | 20 | 0
> CCOC(=O)c1c(C)[nH]c(C(C)=NNC(=O)Cn2nc(C)cc2C)c1C
 : -5 | -0.5 | 0.3 | 13 | 0.8 | -1.0 | 1 | -9 | -1
> Cc1ccc(OCC(=O)N/N=C/c2cn[nH]c2-c2ccc(Cl)c(Cl)c2)cc1
 : -2 | -1.3 | -0.1 | 14 | . | -2.6 | 4 | -4 | 2
> COc1ccc(Cl)cc1S(=O)(=O)N1CCN(C(=O)c2n[nH]c(=O)c3ccccc23)CC1
 : -3 | 0.4 | 0.6 | 5 | 1.4 | -3.3 | 21 | -4 | -2
> CN(C)S(=O)(=O)c1ccc(-c2csc(-c3cccnc3)n2)cc1
 : -7 | 0.1 | 0.7 | -7 | 1.0 | -2.5 | -5 | 12 | 7
> CCCC/C(O)=C1\C(=O)CC(C)(C)CC1=Nc1ccc(N)cc1
 : -4 | -1.2 | 0.8 | 8 | 6.3 | -0.9 | 6 | -4 | -5
> Cc1c(OCC(=O)N2CCC(C(N)=O)CC2)ccc2c3c(c(=O)oc12)CCC3
 : 1 | -0.6 | -0.7 | -4 | -0.4 | -1.5 | 6 | 5 | -5
> O=C(O)c1cccc(N/N=C/c2sc(N3CCOCC3)nc2-c2ccccc2)c1
 : 14 | 2.8 | 2.4 | -9 | . | 0.8 | -16 | -4 | -1
> Oc1ccccc1/C=N/n1cnnc1
 : -2 | -0.1 | -1.6 | 1 | . | -2.4 | 2 | 1 | 4
> CCOc1ccc(Br)c(C2(O)CC(C)N(C)CC2C)c1 (stereo not drawn)
 : -11 | -0.1 | -1.3 | 3 | . | -1.9 | 0 | 0 | -7
> COc1ccc(CNC(=O)CSc2nnc(C)n2-c2ccc(F)cc2)cc1
 : -2 | -0.4 | -1.2 | -8 | 0.4 | -19 | -3 | -3 | 0
> COc1ccc(CNS(=O)(=O)c2ccc(Br)s2)cc1
 : -17 | -4.3 | 2.1 | -6 | 1.8 | . | 3 | 5 | -2
> CC(C)NC(=O)C1(C)CCN1C(=O)Cc1ccc(-c2ccccc2)cc1 (stereo not drawn)
 : -2 | 0.1 | . | -19 | -0.2 | -2.5 | -3 | 7 | 2
> Cc1c(/C(O)=C2\C(=O)C(=O)N(CCCN(C)C)C2c2ccccc2)cnn1-c1ccccc1 (stereo not drawn)
 : -2 | 1.0 | -0.6 | 0 | -0.7 | 0.8 | -5 | 14 | -4
> CC(=O)Cc1nsc(NC(=O)c2ccccc2Cl)n1
 : -10 | -0.9 | -1.5 | 0 | 2.4 | 0.5 | 5 | 4 | -4
> COc1ccc(-c2cccc(NC(=O)c3ccc4c(c3)OCO4)c2)nn1
 : -50 | -34 | 2.4 | -1 | 9.0 | -4.9 | -4 | -1 | -3
> CCOC(=O)C1=NOC(CN(c2ccccc2)S(=O)(=O)c2ccc(Cl)cc2)C1 (stereo not drawn)
 : -3 | -0.2 | -0.1 | 11 | -0.2 | -5.1 | 0 | 20 | -1
> O=C(COCC(=O)NCc1ccccc1)NCc1ccccc1
 : 0 | -0.7 | 0.1 | -9 | 1.1 | -2.5 | 4 | -8 | 4
> O=c1oc2ccccc2c(Nc2ccc3ccccc3c2)c1[N+](=O)[O-]
 : 4 | 0.5 | 1.0 | . | . | -8.0 | . | 0 | -8
> Cc1cccc(-n2c(C)nc3ccc(Cl)cc3c2=O)c1
 : . | . | -0.2 | -8 | 1.8 | 0.1 | 8 | 8 | .
> COC(=O)/C(=N\OCc1ccc(C#N)cc1)c1c(C)nn(C)c1C
 : 7 | -0.1 | -0.1 | -4 | 0.3 | -0.9 | -11 | -8 | 0
> CCN1C(=O)/C(=C/c2cccs2)SC1=Nc1ccc(OC)cc1
 : -13 | -0.4 | -0.5 | 2 | . | -1.5 | 7 | -4 | -6
> O=C(Nc1ccccc1C(=O)O)c1ccc(NC(=O)C2CC2)cc1
 : -5 | 1.1 | -2.5 | 8 | -4.8 | -6.1 | 2 | 10 | 0
> COc1ccc([C@H]2/C=C\CN(C(=O)[C@H](Cc3ccccc3)NC(=O)OCC3c4ccccc4-c4ccccc43)CC(=O)N2Cc2ccc(F)cc2)cc1
 : -18 | -1.6 | 4.5 | -4 | -0.2 | -3.5 | -7 | 21 | -2

Some of the entries so far, as comma-separated lines.
smiles,BoNT F protease,BoNT-A LC inh2,PfHsp40 rescue,CCHFV vOTU inh,TcdB GH inh,FadD28 FP inh,PrPC TRFRET,Yp Topo-I inh,Anthrax LF prot
O=C(COCC(=O)NCc1ccccc1)NCc1ccccc1,0,-0.7,0.1,-9,1.1,-2.5,4,-8,4
O=c1oc2ccccc2c(Nc2ccc3ccccc3c2)c1[N+](=O)[O-],4,0.5,1.0,.,.,-8.0,.,0,-8
Cc1cccc(-n2c(C)nc3ccc(Cl)cc3c2=O)c1,.,.,-0.2,-8,1.8,0.1,8,8,.
COC(=O)/C(=N\OCc1ccc(C#N)cc1)c1c(C)nn(C)c1C,7,-0.1,-0.1,-4,0.3,-0.9,-11,-8,0
CCN1C(=O)/C(=C/c2cccs2)SC1=Nc1ccc(OC)cc1,-13,-0.4,-0.5,2,.,-1.5,7,-4,-6
O=C(Nc1ccccc1C(=O)O)c1ccc(NC(=O)C2CC2)cc1,-5,1.1,-2.5,8,-4.8,-6.1,2,10,0
COc1ccc([C@H]2/C=C\CN(C(=O)[C@H](Cc3ccccc3)NC(=O)OCC3c4ccccc4-c4ccccc43)CC(=O)N2Cc2ccc(F)cc2)cc1,-18,-1.6,4.5,-4,-0.2,-3.5,-7,21,-2
